Compound activity (PubChem)
TTR transcr act: increases transthyretin transcription | SH-SY5Y TTR promoter Gaussia luciferase, luminescence; 100% = recombinant luciferase protein wells | activation, % at 16.7 µM | actives 1.3% (n = 92,000);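 active = activation above the mean of all tested compounds plus 3 SD, cut at about 9.5% in these data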;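 note: cells exposed to compounds for one day before reading; 0% = median of all test compound wells on the plate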
* marks the source's active call; other numbers are inactive results. Some of the compounds tested; the hit share may differ from the screen's.

SMILES	TTR transcr act
COCCn1c(Cc2ccccc2)nnc1SCC(=O)N1CCCCC1C (stereo not given)	0.8
Cc1cc(=O)oc2cc(OC(C)C(=O)Nc3ccc(N4CCOCC4)cc3)ccc12 (stereo not given)	5.5
Cc1cc(NC(=O)C2COc3ccccc3O2)no1 (stereo not given)	-0.2
Cc1cc(-c2ccccc2)nc2[nH]n(-c3ccccc3)c(=O)c12	-0.7
COC1OC(COCc2ccccc2)C2OC(C)(C)OC2C1O (stereo not given)	-0.1
Cc1ccc(-c2nn(CC(=O)O)c(=O)c3ccccc23)cc1	-1.2
CSC1=NSC2=NC(=O)/C(=C/c3coc4ccc(O)cc4c3=O)C(=N)N12	-0.2
Cc1sc(NC(=O)c2ccc(Br)s2)c(C(N)=O)c1C	6.0
CCOC(=O)C(=O)Nc1ccccc1C#N	24.8*
CCOC(=O)c1ccc(Nc2cc(C)nc3ncnn23)cc1	-0.8
O=C(CC(C(=O)O)c1ccccc1)c1cccs1 (stereo not given)	0.8
COc1ccccc1NS(=O)(=O)c1cc(NC(=O)/C=C/c2cccs2)ccc1N1CCOCC1	-2.4
CC(=O)Cc1nsc(Nc2ccc(C)cc2)n1	-2.6
O=C(c1ccc(NC(=S)NCc2ccco2)cc1)N1CCOCC1	-1.1
CC(C)c1ccc(NC(=O)c2snc3ccc(Cl)cc23)cc1	-0.4
COc1ccc(CNC(=O)c2cc3c(s2)CS(=O)C3)cc1 (stereo not given)	2.6
CCOC(=O)C(=C1Nc2ccccc2N1)n1c(-c2ccco2)nc2ccccc21	0.1
CNC(=O)CSc1nnc(-c2ccc3c(c2)OCO3)n1C	0.2
O=C(c1cccc(Cl)c1)N1CCn2c1nc1ccccc12	0.6
COc1ccc(Cl)cc1NC(=O)c1cnc2sccn2c1=O	-0.1
COc1ccc(C(=O)N2CCCC(CNC(=O)c3ccccc3Cl)C2)o1 (stereo not given)	-0.4
C=CCNC(=O)NC(=O)c1csc([N+](=O)[O-])c1	-1.4
Cc1ccc(C)c(OCC(=O)Nc2cc(C)on2)c1	0.5
COC(=O)Cc1ccc(NC(=S)N2CCN(CCO)CC2)cc1	6.8
CC(Sc1ncn[nH]1)C(=O)NCc1ccccc1 (stereo not given)	-2.1
COc1c2ccccc2c(OC)c2ccccc12	3.5
CN(C(=O)[C@@H]1CC=C[C@@H]2CCN(C3CCCCC3)C(=O)[C@@H]21)c1ccccc1	2.2
O=C(O)C(Cc1ccccc1)NC(=O)C(Cc1ccccc1)NC(=O)C12CC3CC(CC(C3)C1)C2 (stereo not given)	0.8
Cc1ccc(C(=O)NNC2=Nc3cc([N+](=O)[O-])ccc3OC2)cc1	-1.7
Cc1ccccc1-c1nc(CS(=O)(=O)CC(=O)NC2CC2)c(C)o1	3.8
Cc1ccc(S(=O)(=O)Nc2cc(Cl)c(O)c3ncccc23)cc1	-5.5
OC(CSc1nnnn1-c1ccccc1)Cn1c2ccccc2c2ccccc21 (stereo not given)	-0.6
O=C(CN1CCN(Cc2ccc(F)cc2)CC1)Nc1nc2ccccc2s1	0.5
CCOC(=O)c1c(C)[nH]c(C)c1C(=O)COC(=O)/C=C/c1cccc(F)c1	0.0
COc1ccccc1-n1c(SCC(=O)c2ccc(O)cc2O)nc2cc([N+](=O)[O-])ccc21	0.2
CCOC(=O)C1CCN(C(=O)CN(Cc2ccc(Cl)cc2)S(C)(=O)=O)CC1	-1.5
CCOc1ccc(/C=C/C(=O)c2c(O)cc(C)oc2=O)cc1	0.0
CCN1/C(=C2\OC(=S)N(C)C2=O)C=Cc2ccccc21	-0.4
Cc1ccc(/C=C(\NC(=O)c2ccccc2)C(=O)NC2CCN(Cc3ccccc3)CC2)o1	-0.9
Cc1cc(C)nc(Nc2cccc(C(F)(F)F)c2)n1	-1.3
O=C(O)c1ccc(-c2nc(-c3ccccc3)cs2)cc1	1.8
Nn1c(-c2ccccc2)nc2cc(Cl)ccc2c1=O	-1.2
O=C(c1ccc(Cl)c(Cl)c1)N1CCCC1	4.2
CN(C)CCNC(=O)c1ccc2c(=O)n(Cc3ccc(Cl)cc3)c(=S)[nH]c2c1	0.6
O/N=C/c1ccn(-c2ccc(Br)cc2)c1	-0.8
Cc1ccc(CNC(=S)N(C)C)cc1	-0.2
O=c1c(-c2ccccc2)cocc1-c1ccccc1	-0.3
CCN1CCCC1CN(Cc1cc2ccc(C)cc2[nH]c1=O)C(=S)Nc1ccc(F)cc1 (stereo not given)	-0.7

2 entries from above, set out differently:
O=C(c1ccc(Cl)c(Cl)c1)N1CCCC1
- TTR transcr act: 4.2

CN(C)CCNC(=O)c1ccc2c(=O)n(Cc3ccc(Cl)cc3)c(=S)[nH]c2c1
- TTR transcr act: 0.6

Following part
SMILES	TTR transcr act
O=C(CCn1c(=O)[nH]c2ccsc2c1=O)N(CCc1ccccc1)Cc1ccccc1	-0.2
Cc1c(NC(=O)CN2C(=O)NC(C)(c3ccccc3)C2=O)c(=O)n(-c2ccccc2)n1C (stereo not given)	0.8
O=C(NN1C(=O)C2C(c3ccccc3)C=CC(c3ccccc3)C2C1=O)c1ccccc1 (stereo not given)	-0.6
Cc1ccc(S(=O)(=O)N2CCN(CC(=O)N/N=C/c3ccccc3OCC(=O)O)CC2)cc1	-1.4
CC(C)n1cc(/C=C2\NC(=O)N(c3cccc(Cl)c3)C2=O)c2ccccc21	-3.0
CN(C(=O)Nc1ccc(C(C)(C)C)cc1)C1CCCCC1	2.9
CC(C)COc1ccc(C(=O)NNC(=O)CCC(=O)c2cccs2)cc1	0.8
CN(CCCNC(=O)C1CCC(=O)N1Cc1ccc(F)cc1)c1ccccc1 (stereo not given)	2.1
CC(C)c1ccc(OCC(=O)N2CCN(c3ccccn3)CC2)c(Br)c1	-0.9
CC(C)C(NC(=O)OC(C)(C)C)C(=O)N1CCCC1C(=O)NC(Cc1ccccc1)C(N)=O (stereo not given)	1.1
O=C(NCCN1CCOCC1)C1CCC(=O)N1Cc1ccc(F)cc1 (stereo not given)	-0.7
C=CC[C@H](CC(=O)N(CCO)Cc1ccccc1)C(=O)N[C@H](COC(=O)[C@@H](CC=C)Cc1ccc(F)cc1)Cc1c[nH]c2ccccc12	-4.2

Marked active in TTR transcr act, among the entries above:
SMILES	TTR transcr act
CCOC(=O)C(=O)Nc1ccccc1C#N	24.8*

Returning to the listing with the three entries that preceded the break.
SMILES	TTR transcr act
CC(C)C(NC(=O)OC(C)(C)C)C(=O)N1CCCC1C(=O)NC(Cc1ccccc1)C(N)=O (stereo not given)	1.1
O=C(NCCN1CCOCC1)C1CCC(=O)N1Cc1ccc(F)cc1 (stereo not given)	-0.7
C=CC[C@H](CC(=O)N(CCO)Cc1ccccc1)C(=O)N[C@H](COC(=O)[C@@H](CC=C)Cc1ccc(F)cc1)Cc1c[nH]c2ccccc12	-4.2
C[C@H]1[C@@H](NC(=O)C#Cc2ccccc2)CC[C@@]23CCCN2C(=O)CCC[C@@H]13	-1.4
CC(=O)OC1CCC2(C)C(CCC3C4CC=C(C(C)=O)C4(C)OC(=O)CC32)C1 (stereo not given)	-6.8
CCc1nnc(NC(=O)c2cccc(S(=O)(=O)N3CCc4ccccc43)c2)s1	14.9*
Cc1cc(C)c2c(=O)[nH]n(C3CCOC(C)(C)C3)c2n1 (stereo not given)	-0.8
COC(=O)c1c(C)[nH]c(C(=O)C(C)OC(=O)C2CC2C)c1C (stereo not given)	-1.1
Cc1cc(/C=C2\NC(=O)NC2=O)c(C)n1-c1cccnc1	0.5
Cc1ccc(S(=O)(=O)N(C)/N=C/c2ccc(C(=O)O)cc2)cc1	-0.2
CCCN(CCC)C(=O)c1cn(C)c2ccc(S(=O)(=O)N3CCCC3)cc2c1=O	2.9
COc1ccc(/C=C2\SC(=S)N(CCCC(=O)Nc3ccc(O)cc3)C2=O)cc1	-2.0
O=C(Nc1c(S(=O)(=O)c2ccc(Cl)cc2)csc1Br)c1ccccc1Cl	4.0
CC(C)n1nnnc1C1(C)CCSCC(=O)N1Cc1cccc(C(F)(F)F)c1 (stereo not given)	3.5
CCOC(=O)c1cnc(SC)nc1Sc1cc(Cl)ccc1Cl	4.7
O=S(=O)(/N=C(\Sc1ccc(Cl)cc1)c1ccccc1)c1ccccc1	-1.2
Cc1ccc([C@H]2C[C@H](O)[C@@H](n3cc(-c4ccc(F)cc4)nn3)CN2C(=O)C2CCCCC2)cc1	0.5
Cn1nc(-c2ccccc2)cc1NC(=O)c1ccccc1	0.0
Cc1ccc(N2C(=O)C(O)(C(F)(F)F)C3=C2CC(C)(C)CC3=O)cc1 (stereo not given)	-0.9
O=C(CSc1nc2ccccc2c(=O)[nH]1)NC1CCCCC1	0.1
O=C(NC1CCCCC1)C(c1ccc2ncccc2c1)N(Cc1ccc2c(c1)OCO2)C(=O)c1ccc2c(c1)OCCO2 (stereo not given)	4.5
CSc1ccccc1C(=O)NCC1CCCO1 (stereo not given)	0.3
CCOC(=O)c1cc(-c2ccccc2)nn1CC1CC(c2ccc(Cl)cc2)=NO1 (stereo not given)	5.7
O=[N+]([O-])c1ccccc1CNCCO	-1.5
COc1cccc(C(=O)C2CCCN(Cc3cccn3-c3cccnc3)C2)c1 (stereo not given)	1.6
Cc1cccc(C)c1N1C(=O)[C@@H]2C(c3ccccc3Cl)=NO[C@@H]2C1=O	-1.6
Cc1cccc(/N=C/c2c(O)n(Cc3ccc4c(c3)OCO4)c(=O)c3ccccc23)n1	0.6
OC1(C#Cc2c(-c3ccsc3)oc3ccc(N4CCOCC4)cc23)CCCCC1	2.9
CC(C)CN1CCN(Cc2ccc3ncccc3c2)CC1CCO (stereo not given)	0.5
C=CCc1cc(Cl)ccc1OCCCNCCO	4.7
O=C(Nc1ccnc(-c2ccncc2)n1)C1CC1	0.6
Cc1ccc(-c2nn(CCC(=O)Nc3cccnc3)c(=O)c3ccccc23)cc1	0.5
Cc1ccc(C(=O)N/C(=C/c2ccco2)C(=O)NC2CCS(=O)(=O)C2)cc1 (stereo not given)	-0.2
COc1cccc(/C=C(/C(=O)OCC(=O)NC2CCCCCCC2)c2ccccc2)c1	-0.5
Cc1ccccc1NC(=O)CCC(=O)N/N=C/c1c[nH]c2ccccc12	-1.1
COc1cccc(CN[C@@H]2CC[C@@]34CCCN3C(=O)CCC[C@H]4C2)c1	3.4
CCCCCCC(=O)Nc1ccc(C(=O)N2CCCC2)cc1	-0.7
COc1ccc2oc(=O)cc(C)c2c1	-0.6
N#Cc1nc(N2CCOCC2)nc(N2CCOCC2)n1	-2.2
CCC1Oc2ccc(C)cc2N(CC(=O)NCC2COc3ccccc3O2)C1=O (stereo not given)	-1.1
O=C(Nc1nnc(-c2ccccc2)o1)C1CCCCC1	-0.4
Cc1nc2ccc(C(=O)O)cc2[nH]1	0.9
CCN1C(=O)CC(N2CCN(c3ccc(C(=O)c4ccncc4)cc3)CC2)C1=O (stereo not given)	-0.6
CC(C)NC(=O)c1ccc(OC2CSC2)cc1	0.9
Nc1nc(N)c(-c2cccc(C(F)(F)F)c2)c(Cc2cccc(C(F)(F)F)c2)n1	-1.6
Cc1nn(-c2ccccc2)c(=S)n1-c1ccccc1	1.2
COc1ccc(C(=O)NCC(c2ccco2)N2CCOCC2)cc1OC (stereo not given)	3.5
CN(CC(=O)Nc1ccc(F)cc1)C(=O)Cn1cnc2ccc(Cl)cc2c1=O	2.4
COc1ccc(/C=C2\C(=O)NC(=S)N2C(=O)c2ccc(C)cc2)cc1	0.1
Cc1ccc(SCCN2CCN(Cc3ccccc3)CC2)cc1	-1.6
C[C@H](CO)N1C[C@H](C)[C@@H](CN(C)S(C)(=O)=O)Oc2ccc(NC(=O)C3CCCCC3)cc2C1=O	-1.1
O=C(NCc1cccc(Cl)c1)NC(=O)c1csc([N+](=O)[O-])c1	11.9*
Fc1ccc(NC(=S)Nc2cccnc2)c(F)c1F	-0.4
COCCCNc1c2c3c(cccc3[nH]c1=O)C(=O)c1ccccc1-2	0.9
COC(=O)[C@@]12C[C@@H](CC(=O)NCc3ccc(OC)c(OC)c3)C(=O)N(Cc3ccc4c(c3)OCO4)C1=CCC(C)(C)C2	3.5
CS(=O)(=O)N(CC(=O)Nc1ccc2c(c1)OCO2)c1ccc2c(c1)OCO2	-2.1
CC(C)(C)C(=O)Nc1ccc(-c2cc3cc(Cl)ccc3o2)cc1	0.8
COC(=O)c1[nH]c(C)c(/C(O)=C2\C(=O)C(=O)N(CCN3CCOCC3)C2c2ccco2)c1C (stereo not given)	2.2
Cn1c(NCCCN2CCOCC2)nc2c1c(=O)n(Cc1ccc(Cl)cc1)c(=O)n2C	5.5
c1ccc(Cn2ncc3c(Nc4ccccc4)ncnc32)cc1	0.1
CN(Cc1ccc(Cl)c(Cl)c1)C(=O)c1[nH]c(C(F)(F)F)nc1-c1ccccc1	0.4
Cn1c(C(=O)N[C@@H](Cc2ccccc2)C(=O)O)cc2cc(F)ccc21	0.3
COc1ccc(S(=O)(=O)NCc2cccnc2)c(Cl)c1Cl	2.9

Next compounds:
SMILES	TTR transcr act
C/C(Cc1ccccc1)=N\NC(=O)CNC(=O)c1cccc(Cl)c1	-1.5
O=C1CN(S(=O)(=O)c2ccc(Cl)cc2)c2ccccc2N1	-0.2
CS(=O)(=O)Nc1ccc(C(=O)N2CC(=O)Nc3ccccc32)cc1	4.1
CSCCC(NC(=O)COc1ccccc1)C(=O)N(C)Cc1ccc(SC)cc1 (stereo not given)	-1.4
COc1ccc(-n2c(=S)[nH]c(=O)c3cccnc32)cc1	-0.3
Cc1ccc(C(=O)N/C(=C/c2cccnc2)C(=O)N2CCCCCC2)cc1	0.5
NS(=O)(=O)c1ccc(NC(=O)N2c3ccccc3Sc3ccccc32)cc1	-3.5

An excerpt from above in order of length of the SMILES, falling.
SMILES	TTR transcr act
CS(=O)(=O)Nc1ccc(C(=O)N2CC(=O)Nc3ccccc32)cc1	4.1
C/C(Cc1ccccc1)=N\NC(=O)CNC(=O)c1cccc(Cl)c1	-1.5
O=C1CN(S(=O)(=O)c2ccc(Cl)cc2)c2ccccc2N1	-0.2
